NCI-60 one-dose screen, 48 h, at 10 µM unless noted. Numbers give growth in % (100 = growth as untreated, 0 = no growth, -100 = all killed).
SF-268 – SF-268 CNS cancer cells. actives 3.1% (n = 82,000). AID 1794759
U251 – U251 CNS tumor cells; actives 5.4% (n = 80,000)
OVCAR-5 – OVCAR-5 ovarian cancer; actives 2.9% (n = 82,000); AID 1794783
OVCAR-8 – OVCAR-8 ovarian cancer; actives 4.4% (n = 81,000)
SK-OV-3 – SK-OV-3 ovarian cancer cells; actives 3.2% (n = 80,000); AID 1794785
DU-145 – DU-145 prostate cancer. AID 1794760. actives 4.2% (n = 81,000)
PC-3 – PC-3 prostate cancer cells | actives 3.9% (n = 80,000) | AID 1794754
OVCAR-4 – OVCAR-4 ovarian cancer cells; actives 3.7% (n = 80,000); AID 1794784
OVCAR-3 – OVCAR-3 ovarian cancer; actives 7% (n = 79,000); AID 1794787
An asterisk follows results filed as active; · = not tested or not shown; & = joins results of further samples. The calls were made as follows: active = growth percent below 10; inactive = the rest. An excerpt; count on the stated rates, not on these rows.

SMILES	SF-268	U251	OVCAR-5	OVCAR-8	SK-OV-3	DU-145	PC-3	OVCAR-4	OVCAR-3
O=C(N/N=C\c1ccc(N(CCCl)CCCl)cc1)c1cc(-c2ccccc2)nc2ccccc12	78	66	101	84	73	92	51	95	88
Cc1cc(Cl)cc(Cl)c1O	94	98	92	97	101	103	93	119	117
CC12CCC3C(C/C(=N\O)C4=CC(=O)CCC43C)C1CCC2=O (configuration not stated)	108	109	101	107	107	110	95	·	108
Cc1ccc(N)cc1[As]=[As]c1cc(N)ccc1C (configuration not stated)	-84*	-99*	-91*	-95*	75	-41*	-90*	-83*	-93*
COc1cc(-n2c(=S)[nH]c3ccc(Br)cc3c2=O)cc(OC)c1OC	130	107	117	111	102	124	101	115	130
C[C@@]12CC[C@@H](O)C[C@@H]1CC[C@H]1[C@H]2CC[C@@]2(C)[C@H](c3ccc(=O)oc3)CC[C@@]12O	-73*	-81*	-86*	-63*	-12*	-97*	-23*	-76*	-85*
O=[N+]([O-])c1cc(Cl)c(Cl)cc1Cl	114&105	102&93	100&110	108&108	110&123	121&111	102&96	113&108	119&119
c1cnc(OCCN2CC2)cn1	98	106	112	103	103	115	103	89	115
C#C[C@@]1(O)CC[C@@]2(C)[C@@H](CC[C@@H]3[C@@H]2CC[C@]2(C)[C@@H](O)CC[C@@H]32)C1	92	98	99	105	109	102	97	105	99
COc1cc(C2CC(=O)Nc3nc(N)[se]c32)cc(OC)c1OC (configuration not stated)	101	30	93	59	101	101	71	105	101
CC(=O)O[C@H]1CC[C@H]2[C@@H]3CC=C4c5nc(-c6cccc(Cl)c6)sc5CC[C@]4(C)[C@H]3CC[C@]12C	104	99	112	104	100	112	102	101	111
O=P(Oc1ccccc1)(Oc1ccccc1)N1CCOCC1	90	100	96	107	98	97	105	95	100
CC1(C)N=C(N)N=C(N)N1c1ccc(CNC(=O)Nc2ccc(S(=O)(=O)F)c(Cl)c2)c(Cl)c1	27	11	26	25	43	32	4.0*	69	49
COc1cc(C=C(C#N)C#N)ccc1O	110	95	94	92	97	108	95	·	119
CC[C@]12C=CCN3CC[C@@]4(c5ccc(OC)cc5N(C)[C@H]4[C@@](O)(C(=O)OC)[C@@H]1OC(=O)CCCC[P+](C1CCCCC1)(C1CCCCC1)C1CCCCC1)[C@@H]32	-71*	-88*	5.8*	-6.3*	-22*	9.6*	3.7*	12	-60*
O=P(Oc1ccccc1)(N1CCOCC1)N1CCOCC1	108	111	105	102	98	122	94	111	115
Cc1cccc(CC(O)C(Cl)(Cl)Cl)n1 (configuration not stated)	105	92	104	98	110	120	100	106	101
CC(=O)Oc1ccccc1C(=O)[Se]C(=NC(C)C)NC(C)C	-31*	-88*	-66*	-86*	-96*	-93*	-63*	-56*	-94*
CC1CCC(=O)O1 (configuration not stated)	·	108	95	101	129	·	96	98	110
BrCc1ccc2ncccc2c1	106	106	109	97	106	125	98	119	108
ClC(CN1CCOCC1)C(Cl)c1ccccc1 (configuration not stated)	107	105	114	105	102	111	100	104	114
COC(=O)[C@@H](C)C[C@H](Cc1ccccc1)NC(=O)c1nc([C@@H](C[C@H](C(C)C)N(C)C(=O)[C@@H](NC(=O)[C@H]2C[C@H](O)CCN2C)C(C)C)OC(C)=O)sc1C(C)C	14	7.9*	33	11	2.1*	-4.8*	21	36	2.7*
COC(=O)C1=C(C(=O)OC)C2c3ccccc3C1c1ccccc12	89	93	92	100	118	95	89	108	95
C[C@]12CC[C@H]3[C@@H](CC=C4c5nc(-c6cccc(Cl)c6)sc5CC[C@@]43C)[C@@H]1CC[C@@H]2O	95	60	92	92	93	101	84	87	112
CC(Cl)CNC1CCCCC1 (configuration not stated)	104	99	100	108	107	115	89	104	118

Additional results follow:
SMILES	SF-268	U251	OVCAR-5	OVCAR-8	SK-OV-3	DU-145	PC-3	OVCAR-4	OVCAR-3
O=C1NC(=O)C(=Cc2ccc(Cl)cc2)C(=O)N1	97	·	99	92	96	106	96	105	107
C[C@]12CC[C@H]3[C@@H](C[C@H]4OC[C@@]35CCC(=O)C=C45)[C@@H]1CC[C@@H]2O	105	94	102	96	109	111	92	95	107
CCCC1OP(=O)(N(CCOC(C)=O)CCOC(C)=O)OCC1CC (configuration not stated)	98	102	99	101	110	120	94	102	103
O=S1(=O)OC(c2cc(Br)c(O)c(Br)c2)(c2cc(Br)c(O)c(Br)c2)c2ccccc21	91	105	·	97	100	94	86	99	101
OCCNC(Cc1ccccc1)c1ccccc1 (configuration not stated)	102	97	112	102	91	103	88	113	110
CC1(C)CCCN1CCC(C(N)=O)(c1ccccc1)c1ccccc1	103	105	97	100	113	110	96	117	106
O=NN(CCF)C(=O)NCCO	121	93	101	105	95	112	96	98	109
CC1C(Cl)C2(Cl)C(Cl)=C(Cl)C1(Cl)C2(Cl)Cl (configuration not stated)	104	99	99	104	97	107	92	105	109
O=C(c1ccccc1)N1CC1	99	108	98	102	114	104	99	103	102
CN(C)C(=O)Oc1ccccc1-c1ccccc1	102	101	109	100	100	111	92	128	108
COc1cc(/C=C/[N+](=O)[O-])cc(Br)c1OC	32	-21*	65	31	95	67	31	60	70
Nc1ccc(OCCNC(=O)Nc2ccc(S(=O)(=O)F)cc2)c(Cl)c1	97	98	105	96	91	106	89	97	97
[O-][n+]1onc2ccccc21	104	107	104	110	108	109	97	107	112
CC(=O)c1cccc(S(=O)(=O)F)c1	108	100	90	106	109	108	79	114	117
COC1CC2c3ccccc3C1C(C)=[N+]2C (configuration not stated)	107	99	94	97	105	110	85	84	102
O=C(O)CC1CCCCC1O (configuration not stated)	104	106	102	100	122	111	93	117	105
N#CCCP(CCC#N)c1ccccc1	107	·	98	106	115	105	102	116	106
O=C(/C=C/c1ccc(Cl)cc1Cl)c1nc2ccccc2n1Cc1ccc(F)cc1	50	13	67	56	103	55	29	63	32
CCc1ccccc1[C@H]1C[C@]2(C)CCO[C@@H]2OO1	103	97	99	97	111	102	99	99	109
CC(C)(c1ccccc1)c1ccc(O)cc1	105	96	81	104	104	103	84	86	118
O=[N+]([O-])c1ccc(O)c(CCl)c1	108	101	117	107	106	116	102	112	120
CC(C)[C@H](NC(=O)[C@H]1CCCCN1C)C(=O)N(C)[C@H](CC(=O)c1nc(C(=O)N[C@@H](Cc2ccccc2)C[C@H](C)C(=O)O)cs1)C(C)C	98	77	106	95	98	107	90	101	96
COc1ccc(N2C(=O)C(=O)N(c3ccc(OC)cc3)P2(=O)N(CCCl)CCCl)cc1	113	109	112	110	110	112	85	102	121
COP(=O)(CCl)OC	112	105	108	98	105	123	89	104	108
Clc1c(Cl)c(Cl)c2c(c1Cl)Oc1c(Cl)c(Cl)c(Cl)c(Cl)c1O2	99	111	106	106	90	109	98	104	105

New compounds follow
SMILES	SF-268	U251	OVCAR-5	OVCAR-8	SK-OV-3	DU-145	PC-3	OVCAR-4	OVCAR-3
O=[N+]([O-])CC(c1ccco1)c1c(-c2ccccc2)[nH]c2ccccc12 (configuration not stated)	85	90	103	91	67	101	·	91	93
CC(C)OP(=O)(OC(C)C)C(O)C(Cl)(Cl)Cl (configuration not stated)	111	·	108	100	116	103	102	90	109
CN1C(=O)C(c2ccccc2)C(=O)N(C)C1=O	111	98	98	94	115	115	101	97	120
Cc1c2ccccc2c(C)[n+]2ccccc12	48	89	117	71	78	109	91	101	97
Nc1ccccc1P(=O)(O)O	106	89	89	93	88	105	93	105	108
CCCCCCCCOP(=O)(OCCCCCCCC)N(CCO)CCO	103	100	115	107	101	112	98	115	106
CCCCNCCc1ccccn1	107	·	101	102	119	113	96	106	106
CC1=C(C(=O)Nc2ccccc2)SCCO1	105	104	107	104	·	111	102	106	119
CCOc1cc(C=C2C(=O)NC(=S)NC2=O)ccc1O	107	101	102	112	119	134	99	99	123
C1=C(c2ccccc2)CCNC1	130	110	98	110	105	128	119	110	136
CC1(C)N=C(N)N=C(N)N1c1ccc(CCc2ccc(Cl)cc2S(=O)(=O)F)c(Cl)c1	49	27	73	56	110	95	42	80	94

19 entries from above, reformatted:
| SMILES | SF-268 | U251 | OVCAR-5 | OVCAR-8 | SK-OV-3 | DU-145 | PC-3 | OVCAR-4 | OVCAR-3 |
| --- | --- | --- | --- | --- | --- | --- | --- | --- | --- |
| O=C(N/N=C\c1ccc(N(CCCl)CCCl)cc1)c1cc(-c2ccccc2)nc2ccccc12 | 78 | 66 | 101 | 84 | 73 | 92 | 51 | 95 | 88 |
| Cc1cc(Cl)cc(Cl)c1O | 94 | 98 | 92 | 97 | 101 | 103 | 93 | 119 | 117 |
| CC12CCC3C(C/C(=N\O)C4=CC(=O)CCC43C)C1CCC2=O (configuration not stated) | 108 | 109 | 101 | 107 | 107 | 110 | 95 | · | 108 |
| Cc1ccc(N)cc1[As]=[As]c1cc(N)ccc1C (configuration not stated) | -84* | -99* | -91* | -95* | 75 | -41* | -90* | -83* | -93* |
| COc1cc(-n2c(=S)[nH]c3ccc(Br)cc3c2=O)cc(OC)c1OC | 130 | 107 | 117 | 111 | 102 | 124 | 101 | 115 | 130 |
| C[C@@]12CC[C@@H](O)C[C@@H]1CC[C@H]1[C@H]2CC[C@@]2(C)[C@H](c3ccc(=O)oc3)CC[C@@]12O | -73* | -81* | -86* | -63* | -12* | -97* | -23* | -76* | -85* |
| O=[N+]([O-])c1cc(Cl)c(Cl)cc1Cl | 114&105 | 102&93 | 100&110 | 108&108 | 110&123 | 121&111 | 102&96 | 113&108 | 119&119 |
| c1cnc(OCCN2CC2)cn1 | 98 | 106 | 112 | 103 | 103 | 115 | 103 | 89 | 115 |
| C#C[C@@]1(O)CC[C@@]2(C)[C@@H](CC[C@@H]3[C@@H]2CC[C@]2(C)[C@@H](O)CC[C@@H]32)C1 | 92 | 98 | 99 | 105 | 109 | 102 | 97 | 105 | 99 |
| COc1cc(C2CC(=O)Nc3nc(N)[se]c32)cc(OC)c1OC (configuration not stated) | 101 | 30 | 93 | 59 | 101 | 101 | 71 | 105 | 101 |
| CC(=O)O[C@H]1CC[C@H]2[C@@H]3CC=C4c5nc(-c6cccc(Cl)c6)sc5CC[C@]4(C)[C@H]3CC[C@]12C | 104 | 99 | 112 | 104 | 100 | 112 | 102 | 101 | 111 |
| O=P(Oc1ccccc1)(Oc1ccccc1)N1CCOCC1 | 90 | 100 | 96 | 107 | 98 | 97 | 105 | 95 | 100 |
| CC1(C)N=C(N)N=C(N)N1c1ccc(CNC(=O)Nc2ccc(S(=O)(=O)F)c(Cl)c2)c(Cl)c1 | 27 | 11 | 26 | 25 | 43 | 32 | 4.0* | 69 | 49 |
| COc1cc(C=C(C#N)C#N)ccc1O | 110 | 95 | 94 | 92 | 97 | 108 | 95 | · | 119 |
| CC[C@]12C=CCN3CC[C@@]4(c5ccc(OC)cc5N(C)[C@H]4[C@@](O)(C(=O)OC)[C@@H]1OC(=O)CCCC[P+](C1CCCCC1)(C1CCCCC1)C1CCCCC1)[C@@H]32 | -71* | -88* | 5.8* | -6.3* | -22* | 9.6* | 3.7* | 12 | -60* |
| O=P(Oc1ccccc1)(N1CCOCC1)N1CCOCC1 | 108 | 111 | 105 | 102 | 98 | 122 | 94 | 111 | 115 |
| Cc1cccc(CC(O)C(Cl)(Cl)Cl)n1 (configuration not stated) | 105 | 92 | 104 | 98 | 110 | 120 | 100 | 106 | 101 |
| CC(=O)Oc1ccccc1C(=O)[Se]C(=NC(C)C)NC(C)C | -31* | -88* | -66* | -86* | -96* | -93* | -63* | -56* | -94* |
| CC1CCC(=O)O1 (configuration not stated) | · | 108 | 95 | 101 | 129 | · | 96 | 98 | 110 |
